TCR CD3 inh = inhibitors of human TCR-CD3 interaction, primary screen, biochemical, fluorescence, TAMRA-labeled TCR probe; actives 0.37% (n = 360,000); inhibition, % at 9.4 µM; in the data active = inhibition above about 19%;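 note: recombinant mutant TCR 2C K166C tagged with TAMRA read by polarization; 0% = receptor in buffer alone and 100% = receptor with positive control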
KLK7 zymogen act = proKLK7 zymogen activators, primary screen, biochemical, fluorescence intensity; purified proKLK7, EDANS-DABCYL substrate fluorescence; 100% is mature enzyme control, 0% vehicle; activation, % at 7 µM; actives 0.9% (n = 370,000);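 active = activation above the mean of all tested compounds plus 3 SD, computed per campaign excluding outliers beyond control limits, cut at about 13% in these data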
Target sequence (P49862 whole entry, looked up): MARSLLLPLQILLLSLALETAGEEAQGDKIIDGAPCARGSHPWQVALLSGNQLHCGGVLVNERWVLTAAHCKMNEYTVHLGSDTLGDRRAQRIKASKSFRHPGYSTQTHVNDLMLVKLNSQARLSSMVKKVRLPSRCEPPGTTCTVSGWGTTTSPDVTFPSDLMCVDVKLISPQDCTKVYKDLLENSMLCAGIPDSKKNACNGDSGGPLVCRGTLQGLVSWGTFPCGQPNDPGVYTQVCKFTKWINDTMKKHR
MBD2 inh = inhibitors of MBD2 binding to methylated DNA, primary screen, biochemical, TR-FRET, DNA-binding domain, human; Methyl-CpG-binding domain protein 2 (Homo sapiens), Q9UBB5; MBD2 binding to methylated oligonucleotide; inhibition, % at 4.4 µM; actives 0.31% (n = 370,000); in the data active = inhibition above about 13%
Target sequence (Q9UBB5 whole entry, looked up, the tested form may be a part): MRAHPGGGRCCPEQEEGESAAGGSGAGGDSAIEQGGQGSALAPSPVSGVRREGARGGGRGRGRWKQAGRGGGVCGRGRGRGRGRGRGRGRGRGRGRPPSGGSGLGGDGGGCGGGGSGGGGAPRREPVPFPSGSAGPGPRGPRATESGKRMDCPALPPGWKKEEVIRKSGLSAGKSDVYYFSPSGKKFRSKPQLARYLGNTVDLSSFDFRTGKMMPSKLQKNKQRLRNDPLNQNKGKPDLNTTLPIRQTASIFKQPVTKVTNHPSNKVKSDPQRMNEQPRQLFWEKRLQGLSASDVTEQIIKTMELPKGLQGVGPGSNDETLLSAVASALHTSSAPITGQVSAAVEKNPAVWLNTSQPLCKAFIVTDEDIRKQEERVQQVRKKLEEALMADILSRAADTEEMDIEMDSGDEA
Tn7 DDE FP = inhibitors of Tn7 peptide binding to fibrin DD(E), primary screen, biochemical, fluorescence polarization, human fibrin, Tn7 probe. FP displacement of FITC-Tn7 peptide from fibrin DD(E); 0% = median of compound wells per plate. inhibition, % at 8.3 µM. actives 0.13% (n = 370,000). AID 720508, 2013;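 active = inhibition above the mean of compounds falling within the control limits plus 3 SD of them, cut at about 14% in these data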;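 note: 0% = plate median of compound wells and 100% = 10 µM Aha-Tn7 peptide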
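Assay system: human fibrin DD(E) protein / Input: 2 µM fibrin DD(E) / Benchmarks: high control of 10 µM Aha-Tn7 peptide / Measured by: fluorescence polarization of the labelled Tn7 tracer / Medium: Tris buffer with calcium and detergent, pH 7.8 / Timing: 10 min compound pre-incubation, 3 h probe incubation at room temperature / Repeats: one replicate per compound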
TDP2 inh = human TDP2 enzyme inhibitors, primary screen, biochemical, epi absorbance, recombinant enzyme | Tyrosyl-DNA phosphodiesterase 2 (Homo sapiens), O95551 | T5PNP hydrolysis, p-nitrophenol absorbance 415 nm | inhibition, % at 12.8 µM | actives 0.34% (n = 370,000) | AID 720702, 2013;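 active = inhibition above the mean of all tested compounds plus 3 SD, set per campaign, cut at about 25% in these data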;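 note: 0% = DMSO with enzyme and 100% = buffer with substrate but no TDP2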
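System: recombinant human TDP2 / Amount: 120 nM TDP2 per well / Also added: 5 mM T5PNP chromogenic substrate / Doses: 12.8 µM single point, 1% DMSO / Incubation: 2 h at 37 °C / Detection: p-Nitrophenol epi absorbance / Evaluation: % inhibition relative to enzyme-containing and enzyme-free wells / Repeats: singlicate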
SIAE primary = human SIAE inhibitors, primary screen, biochemical, fluorescence polarization, FP-Rh probe, 1536-well HTS; Sialate O-acetylesterase (Homo sapiens), Q9HAT2; SIAE FP-Rh probe binding; inhibition, % at 9.66 µM; AID 1053197, 2014; actives 0.69% (n = 370,000);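 active = inhibition above a cutoff: mean of compounds within the control limits plus 3 SD of those, cut at about 17% in these data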;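 note: 0% = plate median of compound wells and 100% = probe without SIAE protein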
DDE Tn6 FP inh = inhibitors of Tn6 peptide binding to fibrin DD(E), primary screen, biochemical, fluorescence polarization, human fibrin, Tn6 probe | inhibition, % at 8.3 µM | Fibrinogen beta chain (Homo sapiens), P02675 | Fibrin DD(E) TRITC-Tn6 fluorescence polarization displacement | actives 0.21% (n = 370,000);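 active = inhibition above a per-campaign cutoff: mean of compounds within control limits plus 3 SD, cut at about 15% in these data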;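 note: 0% = median of all compound wells on the plate and 100% = blocking peptide control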
UHRF1 binding = UHRF1 methylated DNA binding inhibitors, primary screen, counter-screen for MBD2 inhibitor project, biochemical, TR-FRET, human UHRF1, single concentration; E3 ubiquitin-protein ligase UHRF1 (Homo sapiens), Q96T88; UHRF1 binding to methylated oligo; inhibition, % at 4.4 µM; actives 0.75% (n = 370,000); AID 687016, 2013; in the data active = inhibition above about 21%;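 note: UHRF1 SRA domain binding a hemimethylated CpG hairpin DNA probe; 0% = median of test compound wells and 100% = reference inhibitor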
PRMT1 inh = PRMT1 methyltransferase inhibitors, primary screen, biochemical, fluorescence polarization; inhibition, % at 2.79 µM; Protein arginine N-methyltransferase 1 (Homo sapiens), Q99873; recombinant PRMT1, activity-based probe fluorescence polarization; actives 1.3% (n = 370,000); AID 652257, 2013;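 active = inhibition above about 21% made by adding two undisclosed values, limit read from the data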
Target sequence (Q99873 whole entry, looked up): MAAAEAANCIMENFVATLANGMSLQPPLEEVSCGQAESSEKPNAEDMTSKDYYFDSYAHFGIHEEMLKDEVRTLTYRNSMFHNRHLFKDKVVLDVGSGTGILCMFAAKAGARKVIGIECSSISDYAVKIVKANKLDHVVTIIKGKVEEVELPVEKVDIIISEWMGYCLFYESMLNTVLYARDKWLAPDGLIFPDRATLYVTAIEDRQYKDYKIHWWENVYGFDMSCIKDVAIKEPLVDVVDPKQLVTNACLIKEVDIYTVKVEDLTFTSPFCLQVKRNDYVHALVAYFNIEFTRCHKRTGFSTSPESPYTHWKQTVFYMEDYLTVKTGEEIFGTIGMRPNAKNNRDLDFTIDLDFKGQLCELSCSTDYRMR
LEDGF integ inh = blockers of LEDGF/p75-dependent integrase strand transfer – biochemical, TR-FRET, high throughput, primary screen; HIV-1 integrase (with human LEDGF/p75); TR-FRET IN-LEDGF/p75 DNA integration, Eu/Cy5; inhibition, % at 3.7 µM; actives 0.64% (n = 370,000); AID 743269, 2014;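 active = inhibition above the screen-wide mean plus 3 SD, cut at about 13% in these data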;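 note: signal is the Cy5 over europium emission ratio at 671 and 618 nm; 0% = plate median of compound wells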
* marks the source's active call; other numbers are inactive results; . = not tested or not shown.

SMILES	TCR CD3 inh	KLK7 zymogen act	MBD2 inh	Tn7 DDE FP	TDP2 inh	SIAE primary	DDE Tn6 FP inh	UHRF1 binding	PRMT1 inh	LEDGF integ inh
Cn1c(NCCc2ccncc2)nc2cc(-c3cccc(Cl)c3)sc2c1=O	5	-0.6	0	0	-7	-16	1	-1	-2	2
CCOc1ccc(S(=O)(=O)N2CCOCC2)c2ccccc12	5	0.4	-6	5	5	1	8	-1	-1	-1
Cc1nc2n[nH]c(N)c2c2c1CCCC2	2	0.1	-3	-2	-4	7	0	0	-3	2
COc1ccc(Cl)cc1N1C(=O)CC(Sc2ccccc2N)C1=O (configuration not stated)	-8	0.9	7	0	-2	-1	0	1	-1	3
Nc1ncnc2nc(SCC(=O)Nc3cccc(C(F)(F)F)c3)[nH]c12	8	0.7	-1	5	-4	-7	3	-2	-1	-1
COC(=O)[C@]1(Cc2ccccc2)N[C@H](CN(C)C(C)=O)[C@@H]2C(=O)N(Cc3ccccc3)C(=O)[C@@H]21	5	-0.3	-2	-8	-9	0	3	1	1	1
CC1(C(=O)N/N=C/c2ccc3c(c2)OCO3)CC1(Br)Br (configuration not stated)	0	1.0	2	0	-4	2	-3	0	2	-3
O=C(Cc1ccsc1)NNC(=O)c1ccccc1O	16	-1.2	0	7	1	10	-7	-2	1	-7
COc1ccc(-n2cc(CNCCc3cnc[nH]3)c(-c3cccc(F)c3)n2)cc1	-4	-0.5	5	-4	-7	0	-4	-3	-3	4
O=C(CSc1nc(O)cc(=O)n1-c1ccccc1)Nc1ccc2c3c(cccc13)CC2	-4	-1.4	0	-3	-17	-14	8	0	6	6
COc1cc(NC(=O)c2c(-c3ccccc3Cl)noc2C)c2ncccc2c1	1	-0.4	2	0	0	3	4	-1	-1	-3
CCN(CC)C(=O)CSc1nnc(SCc2ccc(Cl)cc2)s1	5	0.2	0	1	-3	-2	-3	0	1	3
COc1ccc(OC)c(NC(=O)CSc2nc3[nH]c(=O)[nH]c(=O)c3s2)c1	5	-0.4	1	2	-12	-31	-9	4	19	4
COC(=O)[C@]12CCCCC=C1N(CCC1=CCCCC1)C(=O)[C@H](CC(=O)NCc1ccccc1)C2	-2	0.6	-1	2	-2	-2	5	1	-2	-2
CC(=O)N(C)c1ccc(NS(=O)(=O)c2cccc3nsnc23)cc1	4	0.0	0	1	1	12	4	-1	3	-2
CCc1cc(CNC(=O)CC2C(=O)NCCN2CC2CCCCC2)on1 (configuration not stated)	1	0.1	4	5	9	1	-6	3	3	-4
Cc1noc(C)c1NC(=O)Nc1cccc2c1O[C@H](CN(C)S(=O)(=O)c1ccccc1)[C@@H](C)CN([C@H](C)CO)C2=O	1	1.3	-2	-2	2	7	-2	-2	-2	-2
O=C(CN1CCOCC1)Nc1ccc(-c2nc3ccccc3[nH]2)cc1	1	0.3	5	-2	2	-2	-8	6	2	-1
O=C(NCC(=O)N(Cc1ccccc1)C(C(=O)NCC1CCCO1)c1ccccc1)c1ccco1 (configuration not stated)	-6	-0.5	5	6	-2	-2	-3	1	2	-4
O=C(O)c1ccc(/C=N/NC(=O)c2cc(-c3cccs3)nc3ccccc23)cc1	3	23*	-2	2	0	-8	-4	-4	-1	2
CS(=O)(=O)N1CCN(c2ccccc2NC(=O)c2ccc([N+](=O)[O-])o2)CC1	3	-0.3	-2	-3	-8	-2	1	1	-1	0
Cn1c(=NC(=O)CS(=O)(=O)c2ccc(F)cc2)sc2ccccc21	4	-0.8	-1	-3	5	-2	0	0	-1	2
C[n+]1ccccc1/C=C/c1ccc(C#N)cc1	-2	0.4	-2	-9	-6	-2	-5	5	1	-4
Clc1ccc(-c2nnc3sc(Cc4cccs4)nn23)c(Cl)c1	2	0.3	-7	-7	-2	11	-6	2	0	5
COCCN(C(=O)CSc1nc2ccccc2c(=O)n1CC(C)C)c1c(N)n(Cc2ccccc2)c(=O)[nH]c1=O	-8	0.0	-3	9	0	11	8	2	-2	-2
COC(=O)CSc1nnc(Cc2ccccc2)n1-c1ccc(C)cc1	3	-0.2	4	-3	7	-4	0	1	1	3
CSC1=NS(=O)(=O)c2c(C)nn(C)c2S1	-6	-0.5	-4	5	-2	4	-6	4	100*	-8
O=C(CSc1ncccn1)NC1CCCC1	6	0.3	-5	-11	-8	-3	-5	1	-6	3
O[C@@H]1Cc2ccccc2O[C@H]1c1ccccc1	-6	0.3	-1	0	-9	-2	-6	1	0	2
c1ccc2[nH]c(SCCN3CCOCC3)nc2c1	7	0.0	-3	-5	-9	2	2	5	-1	4
CCCCCCc1nc2nc(Cl)c(Cl)nc2[nH]1	-2	0.1	0	-8	-9	-4	5	0	-10	1
CCOC(=O)/C=c1\s/c(=C(\C#N)C(=O)OCC)n(-c2ccccc2)c1=O	-29	-0.9	2	1	8	-7	-9	3	0	1
O=C(Cn1c(-c2cscn2)nc2ccccc21)Nc1ccc2ccccc2c1	-1	-0.4	0	-6	1	-15	0	-7	-3	-3
CCOc1ccc2nc(NC(=O)C(CC)Sc3nc(C)cc(=O)[nH]3)sc2c1 (configuration not stated)	-3	0.1	-3	0	-13	-8	2	0	2	1
CCOc1ccccc1N(CC(=O)Nc1cc(OC)ccc1OC)S(C)(=O)=O	5	-0.3	5	3	-1	-5	7	-2	2	-6
CCCOC(=O)c1cc2ccccc2oc1=O	-1	-1.0	2	3	8	-1	-4	2	0	0
COc1ccccc1S(=O)(=O)N(C)C[C@@H]1Oc2ncc(-c3ccc(C)cc3)cc2C(=O)N([C@H](C)CO)C[C@@H]1C	8	0.2	0	-1	-1	3	-2	-3	0	-2
CCN(c1ccccc1)S(=O)(=O)c1ccc(C(=O)NCC2(N(C)C)CCCCC2)cc1	0	-0.2	2	-2	-8	4	-2	-3	-3	2
O=C(/C=C/c1ccccc1)C1=C(O)C(=O)N(CCO)C1c1ccccc1[N+](=O)[O-] (configuration not stated)	6	-0.7	-11	2	-4	0	-2	-5	1	-1
CC(C)c1ccc(NC(=O)C2(C)Cc3c(-c4ccc5c(c4)OCO5)ccnc3O2)cc1 (configuration not stated)	-1	-0.5	-4	-1	-1	-5	-12	0	-1	1
CCCc1ccc2oc(C(=O)N3CCC(C(N)=O)(N4CCCCC4)CC3)c(C)c2c1	2	0.4	6	-1	-2	8	-5	-4	-8	3
Nc1nnc(SCC(=O)Nc2cccnc2Cl)s1	10	0.1	-3	2	12	-1	2	-3	1	1
COc1ccc(Nc2nnc(C)c(=O)[nH]2)c(OC)c1	11	0.6	-7	-1	2	1	2	-2	-1	3
CN1C(=O)CSc2ccc(NC(=O)Nc3ccccn3)cc21	4	0.5	-2	-4	-16	-1	4	-1	-2	-3
CC1(C)C=Cc2c(ccc3c2OC[C@H](c2ccc(O)cc2O)C3)O1	-8	1.1	-1	-8	-7	0	-3	-2	-2	-1
COCC1CCN(Cc2cn(Cc3ccccc3)nc2-c2cc3ccccc3o2)CC1	-2	0.0	-3	-9	-24	-6	0	2	-6	2
COc1ccc(CNC(=O)COC(=O)c2ccc3c(c2)OCCO3)cc1	3	-0.1	0	6	5	2	3	-3	0	0
O=C(Cc1cccs1)NCCc1ccc(F)cc1	-1	-0.5	-6	7	5	0	-4	0	-1	-1
CCSc1ncc(Cl)c(C(=O)Nc2ccc(S(N)(=O)=O)cc2)n1	2	0.7	-3	1	9	-2	2	-3	2	3
CC(C)N(Cc1ccccc1)C(=S)Nc1cccnc1	-2	-0.1	-4	5	15	4	-3	-2	1	-1
Other records:
SMILES	TCR CD3 inh	KLK7 zymogen act	MBD2 inh	Tn7 DDE FP	TDP2 inh	SIAE primary	DDE Tn6 FP inh	UHRF1 binding	PRMT1 inh	LEDGF integ inh
N#CCCn1cnc2c(=S)nc[nH]c21	1	-0.1	-1	-2	6	-3	3	-3	0	3
O=C(COC(=O)c1cccc(S(=O)(=O)N2CCOCC2)c1)c1ccccc1	6	1.2	-2	4	1	3	5	2	-6	1
O=C(CNS(=O)(=O)c1ccccc1)OCC(=O)c1ccc(Br)cc1	0	0.5	0	-2	-1	11	-3	1	-3	3
COc1ccc(CNC(=O)c2cc(S(=O)(=O)N3CCOCC3)cn2C)cc1	-3	0.6	2	-5	8	4	-7	-2	-2	2
COc1ccc(C(F)(F)F)cc1NC(=O)C(OC(=O)CNC(=O)c1ccccc1)c1ccccc1 (configuration not stated)	.	.	-2	0	4	3	0	1	2	-2
COc1ccc2c(c1)OCC(O)(c1ccccc1)C2=O (configuration not stated)	-7	-0.2	3	1	-11	1	2	3	-3	2
Cc1cc(C)n(C(=O)c2cc3ccccc3c(=O)o2)n1	-3	-0.4	-4	4	7	2	3	1	7	3
CC1(C)Oc2cc3oc(=O)ccc3cc2C[C@@H]1O	-1	3.2	-1	-1	-5	3	-4	5	1	1
OCC[C@H]1C[C@@H](O)[C@H](O)[C@@]2(OCCc3ccccc32)O1	6	0.2	1	-8	9	0	6	-1	2	1
O=S1(=O)C[C@@H](N2CCC(Cc3ccccc3)CC2)[C@H](COCc2ccccc2)N1	7	-0.2	-5	5	-8	5	15	-3	0	-5
Cc1nc(Cc2nnc(SCc3nc(N)nc(Nc4ccccc4C)n3)o2)cs1	0	-0.4	-2	2	2	3	4	0	-3	0
Cc1c(C)c2ccc(OCC(=O)Nc3cccnc3)c(C)c2oc1=O	-1	-1.8	11	-4	-14	-8	-7	19	10	-5
Cc1cc(C(=O)Nc2c(F)cc(F)cc2Br)cs1	-8	0.0	-2	-3	-23	0	-5	4	-2	3
CSc1nsc(SC)c1C(=O)Nc1ccc(C(C)(C)C)cc1	-1	-0.1	1	-4	7	-7	-1	2	2	-5
CCOc1ccc(N=C2Sc3nc4ccc(C)cc4cc3CN2CCOC)cc1	-5	-0.1	-4	4	5	5	2	0	3	-2
CCn1c(COc2ccc(Cl)cc2)nnc1SCC(=O)Nc1ccccc1-c1ccccc1	.	0.1	6	-6	2	-2	-2	0	-9	5

For reference, some entries already given.
SMILES	TCR CD3 inh	KLK7 zymogen act	MBD2 inh	Tn7 DDE FP	TDP2 inh	SIAE primary	DDE Tn6 FP inh	UHRF1 binding	PRMT1 inh	LEDGF integ inh
Cc1nc(Cc2nnc(SCc3nc(N)nc(Nc4ccccc4C)n3)o2)cs1	0	-0.4	-2	2	2	3	4	0	-3	0
Cc1c(C)c2ccc(OCC(=O)Nc3cccnc3)c(C)c2oc1=O	-1	-1.8	11	-4	-14	-8	-7	19	10	-5
